High-throughput results (PubChem BioAssay)
DT40 TDP1 CPT – DT40-hTDP1 cell growth loss with CPT | chicken DT40 Tdp1-/-;hTDP1 cells + 20 nM CPT, ATP luminescence, 48 h | Potency, µM (titrated, usually from 46.2 µM), for the others: at the highest dose activity change, negative = growth inhibition, most hits filed as inhibitors | 420,000 tested, 12% active; further: nearly all actives have a fitted effect of over 55% in size
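Cell growth measured by CellTiter-Glo luminescence after a minimum 48 h, 37 C compound exposure with 20 nM CPT in Tdp1-knockout DT40 cells stably expressing hTDP1, seeded 400/well; qHTS titration format.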
DT40 TDP1 no CPT – qHTS for Inhibitors of human tyrosyl-DNA phosphodiesterase 1 (TDP1): qHTS in cells in absence of CPT | Potency, µM (titrated, usually from 46.2 µM), for inactives: at the highest dose activity change, negative = growth inhibition, usual class: inhibitors | AID 686978, 2013 | DT40 Tdp1-/- hTDP1 cells, no CPT, ATP luminescence, 48 h | 420,000 tested, 15% active; further: nearly all actives have a fitted effect of over 55% in size
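Readout: luminescence from CellTiter-Glo after 30 min in the dark at RT. Cells: DT40 Tdp1-/- with stable hTDP1, 400/well. Exposure: compounds alone, ≥48 hr, 37 °C.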
TDP1 inh – inhibitors of human tyrosyl-DNA phosphodiesterase TDP1 | Q9NUW8 | recombinant TDP1, AlphaScreen DNA substrate cleavage | Potency, µM (series often up to 130 µM), without a hit: at the highest dose activity change, negative = inhibition, actives largely listed as inhibitors | 350,000 tested, 0.28% active | AID 485290; further: nearly all actives have a fitted effect of over 40% in size
Target sequence (Q9NUW8 whole entry, looked up): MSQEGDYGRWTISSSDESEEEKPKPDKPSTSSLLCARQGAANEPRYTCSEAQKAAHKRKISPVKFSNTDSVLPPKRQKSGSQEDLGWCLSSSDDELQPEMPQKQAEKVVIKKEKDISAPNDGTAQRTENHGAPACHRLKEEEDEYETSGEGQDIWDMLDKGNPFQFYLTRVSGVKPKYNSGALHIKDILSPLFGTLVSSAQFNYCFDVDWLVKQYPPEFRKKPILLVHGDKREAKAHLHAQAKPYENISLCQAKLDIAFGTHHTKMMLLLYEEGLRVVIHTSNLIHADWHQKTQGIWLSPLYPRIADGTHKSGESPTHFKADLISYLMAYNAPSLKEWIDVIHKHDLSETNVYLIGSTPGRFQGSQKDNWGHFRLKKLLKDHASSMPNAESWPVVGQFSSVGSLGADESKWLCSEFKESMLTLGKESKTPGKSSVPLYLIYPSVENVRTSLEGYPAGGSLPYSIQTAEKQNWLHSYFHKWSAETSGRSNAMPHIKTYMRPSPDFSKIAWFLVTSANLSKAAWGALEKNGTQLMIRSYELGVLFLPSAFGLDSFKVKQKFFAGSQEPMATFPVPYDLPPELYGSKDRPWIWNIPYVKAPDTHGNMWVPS
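Enzyme-compound mixtures sat 15 min at room temperature, followed by a 5 min reaction with 15 nM final substrate and 10 min with AlphaScreen beads. Recombinant human Tdp1 was used at 1 nM final.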
* hit, by the source's call; ? = inconclusive; nt = not tested or not shown; & = joins results of further samples. The call rests on the fitted dose curve; in most records, active means well fitted curve in the direction sought with a large enough effect; inconclusive means small, poorly fitted or top-dose-only effect, or another doubt; inactive means no such curve, though single readings can be large; an effect the other way counts as inactive or inconclusive. On the % scale 0 is the no-effect control and ±100 the full control effect; potency means the concentration at half of the fitted maximal effect.

SMILES | DT40 TDP1 CPT | DT40 TDP1 no CPT | TDP1 inh
Cc1nnc(NC(=O)c2ccco2)s1 | -15% | 1% | 0%
O=C(Nc1ccc(Oc2ccc(NC(=O)Nc3ccccc3Cl)cc2)cc1)Nc1ccccc1Cl | 18µM* | 21µM* | 9%
CN(C)S(=O)(=O)c1ccc(N2CCCC2)c(C(=O)NC2CCCCC2)c1 | -15% | -12% | -3%
O=C(O)CCCC(=O)Nc1ccn(-c2ccccc2)n1 | 18µM* | ? | -1%
COc1cc2c(C(=O)N3CCN(c4cccc(Cl)c4)CC3)cn(C)c(=O)c2cc1OC | 5.2µM* | 3.7µM* | 6%&8%
CCc1nnc(NC(=O)CCC2CCCCC2)s1 | 0% | -21% | nt
O=C(N/N=C/c1ccncc1)c1cc(-c2ccc(Br)s2)[nH]n1 | -26% | ? | 3%
CC(C)c1c(C(=O)N/N=C/c2cccs2)nnn1-c1nonc1N | -22% | 3% | 4%
NC(=O)C1CCCN(C(=S)NCc2ccc3c(c2)OCO3)C1 (stereo not given) | -2% | -7% | 1%
CCOC(=O)c1c(NC(=O)c2nc(S(C)(=O)=O)ncc2Cl)sc(C(C)=O)c1C | 0.58µM* | 0.92µM* | 6%

The last four records of the part before lead into the next:
SMILES | DT40 TDP1 CPT | DT40 TDP1 no CPT | TDP1 inh
O=C(N/N=C/c1ccncc1)c1cc(-c2ccc(Br)s2)[nH]n1 | -26% | ? | 3%
CC(C)c1c(C(=O)N/N=C/c2cccs2)nnn1-c1nonc1N | -22% | 3% | 4%
NC(=O)C1CCCN(C(=S)NCc2ccc3c(c2)OCO3)C1 (stereo not given) | -2% | -7% | 1%
CCOC(=O)c1c(NC(=O)c2nc(S(C)(=O)=O)ncc2Cl)sc(C(C)=O)c1C | 0.58µM* | 0.92µM* | 6%
O=C(COc1ccc2ccccc2c1)N/N=C/C1CC=CCC1 (stereo not given) | -2% | 0% | 1%
CC1(C)O[C@@H]2[C@@H](CO[C@@]3(COS(N)(=O)=O)OC(C)(C)O[C@@H]23)O1 | -29% | -27% | 6%
CC(C)C[C@@H](CNCC(=O)[C@H](CC(C)C)NC(=O)c1[nH]cnc1C(=O)N[C@H](CN)CC(C)C)NC(=O)c1nc[nH]c1C(=O)N[C@@H](Cc1ccccc1)C(=O)O | ? | ? | nt
COc1ccc(Cl)cc1NC(=O)c1cc(-c2ccccc2)on1 | -18% | -13% | nt
COc1cc2c(cc1OC)CN(C(=O)C(C)(C)C)CC2 | -3% | -7% | 5%
Cc1cccc(NC(=O)CCC(=O)N/N=C/c2ccc(O)cc2O)c1 | -94% | ? | nt
O=C(CN1C(=O)CSC1=O)Nc1ccc(C(=O)O)cc1 | 7% | 3% | 2%
NC(=O)c1ccsc1NC(=O)COC(=O)c1ccccn1 | -28% | ? | 0%
COC(=O)C(C)N(C#N)c1nc(C)cc(C)n1 (stereo not given) | -12% | -26% | 3%
Cn1c(=O)c2cc(NC(=O)NCc3ccc(F)cc3)ccc2n1Cc1cccc(C(F)(F)F)c1 | 21µM* | 15µM* | nt

(more compounds)
SMILES | DT40 TDP1 CPT | DT40 TDP1 no CPT | TDP1 inh
COc1cc(C2C(C(=O)Nc3ccccc3)=C(C)Nc3nc(SCC(=O)c4ccc(C)cc4)nn32)ccc1O (stereo not given) | 0% | -5% | 1%
CC(=O)NC(CCS(C)(=O)=O)C(=O)Nc1ccc(Oc2ccccc2)cc1 (stereo not given) | 1% | 6% | 5%
Cc1cccc(N2CCN(C(=O)c3nn(C)c4c3CS(=O)(=O)c3ccccc3-4)CC2C)c1 (stereo not given) | 23µM* | 18µM* | 4%&4%
O=C(COC(=O)C(Cc1c[nH]c2ccccc12)NC(=O)c1ccc(Cl)cc1)c1ccc(Cl)cc1 (stereo not given) | ? | -23% | 4%
CC(C)CCNC(=O)CN(C(=O)CCC(=O)Nc1nccs1)c1ccc2c(c1)OCCO2 | ? | -27% | -1%
CCOc1ccccc1CNC(=O)C1CCN(c2nn3c(=O)cc(C)nc3s2)CC1 | ? | -24% | 0%
Cc1ccc(NC(=O)C(=O)NC2CCCCC2)cc1 | -7% | -20% | 9%
Cc1ccc(-c2nnc(SCC(=O)Nc3cccnc3Cl)n2N)cc1 | -13% | -26% | -13%
Cc1cccc(OCC(=O)N(Cc2ccccc2)c2ccccn2)c1 | ? | ? | 0%
COc1cccc(CNc2nc3cc(-c4csc5ccccc45)sc3c(=O)n2C)c1 | ? | ? | nt

Next part
SMILES | DT40 TDP1 CPT | DT40 TDP1 no CPT | TDP1 inh
COc1ccc(C(=O)O)c(OC)n1 | -1% | 17% | nt
O=C(/C=C/c1ccccc1)c1ccccn1 | 23µM* | 16µM* | -14%
COc1ccc(-n2cc(C(=O)OCc3ccc(F)c(F)c3)c3ccccc3c2=O)cc1 | 1% | 13% | 0%
O=C(Oc1ccc(=O)n(-c2ccccc2)n1)c1ccccc1 | -20% | -24% | 3%
CCC(CC)NC(=O)COC(=O)c1ccc2c(c1)C(=O)N(Cc1ccco1)C2=O | 0% | -6% | 3%
O=C1CCCCC1Oc1ccc2ccc(=O)oc2c1 (stereo not given) | -18% | -2% | nt
CCOC(=O)c1cnc(Nc2ccccc2)nc1C(F)(F)F | -20% | ? | 1%
Cn1nc(C(C)(C)C)cc1C(=O)NCc1ccc(N2CCCC2=O)cc1 | 3.3µM* | 2.3µM* | 5%
COc1ccc(Cl)cc1NC(=O)COC(=O)/C=C/c1c(C)nn(C2CCS(=O)(=O)C2)c1Cl (stereo not given) | -8% | -15% | 7%
CCOc1ccc(C(=O)c2cn(CC(=O)Nc3ccc(Cl)cc3)c3cc4c(cc3c2=O)OCCO4)cc1 | ? | 6.5µM* | 4%

Going on with the list.
SMILES | DT40 TDP1 CPT | DT40 TDP1 no CPT | TDP1 inh
COc1cc(/C=C(\C#N)c2[nH]nc(N)c2C#N)cc(OC)c1O | ? | ? | -4%
CC(CC(=O)N1CCN(c2cccc(Cl)c2)CC1)S(=O)(=O)c1ccc2c(c1)NC(=O)CO2 (stereo not given) | 4.1µM* | 2.3µM* | 3%
Cc1ccc(F)cc1CNC(=O)C1CCC(=O)N(CC2CCCCC2)C1 (stereo not given) | -17% | 1% | 1%
CCOC(=O)C1(CC2CC2)CCN(Cc2cnc(-c3ccccc3C)nc2)CC1 | 15µM* | 18µM* | 3%
Cc1nn(-c2ccccc2)c(C)c1NC(=O)COC(=O)c1ccc(S(=O)(=O)C(F)F)cc1 | 2% | -2% | -6%
Cc1ccc(S(=O)(=O)N2CCC(C(=O)OCC(=O)N3CCCCC3C)CC2)cc1C (stereo not given) | ? | -20% | nt
CCc1c(C)sc(NC(=O)c2noc(C)c2[N+](=O)[O-])c1C#N | -27% | ? | 1%
CCn1c(C(=O)O)c(CC(=O)Nc2cccc(C(F)(F)F)c2)c2ccccc21 | 8% | 8% | nt
NNC(=O)c1cc(O)c(O)c(O)c1 | 15µM* | ? | nt
COc1cccc(C(=O)N/N=C/c2ccc(OC)c(COc3ccccc3C(N)=O)c2)c1 | -14% | -10% | 6%

Next structures follow.
SMILES | DT40 TDP1 CPT | DT40 TDP1 no CPT | TDP1 inh
O=C(Nc1ccccc1)N1CCN(c2cccc(C(F)(F)F)c2)CC1 | 21µM* | 12µM* | 2%
COC(=O)[C@]12CCCCC=C1N(Cc1cccc3ccccc13)C(=O)[C@H](CC(=O)NCc1cccc(C(F)(F)F)c1)C2 | ? | ? | nt
Cc1nnc(SC(C)C(=O)Nc2ccc(S(=O)(=O)N3CCCCC3)cc2)s1 (stereo not given) | -15% | ? | 0%
Cc1ccc(-n2c(SCC(=O)Nc3ccc4c5c(cccc35)CC4)nc(O)c(C)c2=O)cc1 | -22% | -11% | 4%
Cc1c(C(=O)Nc2ccccc2Br)oc2ccc(S(=O)(=O)N3CCCCC3)cc12 | ? | ? | 8%
C#CCn1c(S(=O)(=O)Cc2ccc(C)cc2)nc(-c2ccccc2)c1-c1ccccc1 | ? | ? | 6%
CCN(Cc1cc(=O)n2ccsc2n1)Cc1nc2cc(OC)c(OC)cc2c(=O)[nH]1 | 7% | 22% | 3%
O=C(Cn1nc(N2CCN(c3ccccc3)CC2)ccc1=O)Nc1ccc(F)cc1F | -23% | ? | 3%
COc1ccc2nc(SCC(=O)N3CCCCC3)c(C#N)cc2c1 | -6% | ? | 11%
C/C(=N/NC(=O)c1cccc(Br)c1)C1CC2CCC1C2 (stereo not given) | -16% | 20% | 2%

Given with values under each structure: part of the list above
Fields – DT40 TDP1 CPT, DT40 TDP1 no CPT, TDP1 inh
O=C(Nc1ccccc1)N1CCN(c2cccc(C(F)(F)F)c2)CC1
  21µM*, 12µM*, 2%
COC(=O)[C@]12CCCCC=C1N(Cc1cccc3ccccc13)C(=O)[C@H](CC(=O)NCc1cccc(C(F)(F)F)c1)C2
  ?, ?, nt
Cc1nnc(SC(C)C(=O)Nc2ccc(S(=O)(=O)N3CCCCC3)cc2)s1 (stereo not given)
  -15%, ?, 0%
Cc1ccc(-n2c(SCC(=O)Nc3ccc4c5c(cccc35)CC4)nc(O)c(C)c2=O)cc1
  -22%, -11%, 4%

Next section.
SMILES | DT40 TDP1 CPT | DT40 TDP1 no CPT | TDP1 inh
CC(C)(C)NC(=O)C(c1cccs1)N(CC1CCCO1)C(=O)Cn1nnc(-c2cccs2)n1 (stereo not given) | -13% | -2% | 2%
O=C(c1ccco1)N(Cc1cccc(F)c1)C1CCS(=O)(=O)C1 (stereo not given) | -5% | 1% | 0%
Cc1ccc(NC(=O)C2(C)CCN2C(=O)Cc2ccc(C(C)C)cc2)cc1 (stereo not given) | ? | 23µM* | nt
CCOC(=O)N1CCN(Cc2ccccc2F)CC1 | -3% | 2% | 0%
COCc1nnc(NC(=O)c2ccc(S(=O)(=O)N3CCCC3)cc2)o1 | -6% | -11% | 3%
CCn1nc(C)c([N+](=O)[O-])c1C(=O)NNC(=O)c1ccccc1Cl | -4% | 7% | 0%
COc1nc(N/N=C/c2cc3c(cc2Br)OCO3)nc(N2CCOCC2)n1 | ? | ? | 7%
CC1(C(=O)OCC(=O)N2c3ccccc3Sc3ccccc32)CC1(Cl)Cl (stereo not given) | ? | ? | -5%
CCOC(=O)c1c(C)[nH]c(C(=O)OCc2nc3ccsc3c(=O)[nH]2)c1C | ? | ? | nt
C[C@H](CSC(=O)c1ccccc1)C(=O)N1C[C@@H](Sc2ccccc2)C[C@H]1C(=O)O | -1% | -8% | nt

Carrying on.
SMILES | DT40 TDP1 CPT | DT40 TDP1 no CPT | TDP1 inh
O=C(CCNc1ccccc1)c1ccc2c(c1)OCO2 | ? | ? | 0%
CCCC1=Nc2cc(C(=O)NCC(C)c3ccccc3)ccc2Sc2ccccc21 (stereo not given) | ? | ? | 5%
CCCCc1nc2sc3c(=O)[nH]cnc3c2c2c1CCCC2 | 1% | -9% | 1%
O=C(NCc1ccco1)C(C(=O)c1ccccc1)n1ccccc1=O (stereo not given) | 0% | ? | 3%
Cc1ccc(S(=O)(=O)CCC(=O)OCC(=O)Nc2cc(S(=O)(=O)N3CCOCC3)ccc2C)cc1 | ? | ? | 2%
O=C(c1ccc(N2CCN(CCO)CC2)nc1)N1CCOCC1 | -7% | 18% | 5%
CC(=O)N(C)c1ccc(NC(=O)c2ccco2)cc1 | -3% | 0% | 7%
CC(C)n1c(=O)[nH][nH]c1=S | 12% | -3% | 8%
O=C(Oc1cc(=O)oc2ccccc12)c1cccnc1Cl | 2% | 2% | 8%
O=C(Nc1cccnc1)c1ccc(COCC(F)(F)F)cc1 | 13% | 7% | -8%

Next section.
SMILES | DT40 TDP1 CPT | DT40 TDP1 no CPT | TDP1 inh
O=C(O)COc1ccc2c(-c3ccccc3)cc(=O)oc2c1 | -1% | -2% | 2%
O=[N+]([O-])c1cccc(-c2nnc3ccc4ccccc4n23)c1 | 16µM* | 13µM* | nt
COc1ccc(OC)c2sc(N3CCN(C(=O)C4CC4)CC3)nc12 | 2% | ? | 3%
CCOC(=O)C1CCCN(Cc2cc(=O)oc3cc(C)ccc23)C1 (stereo not given) | -17% | -28% | 0%
CN(C)/C=C/C(=O)c1ccc(Br)s1 | -13% | 7% | 0%
Cc1cc(C(=O)NCc2cccnc2)n(-c2ccccc2)n1 | 2% | 9% | 3%
C/C(=N\NC(=O)c1ccc(Cl)cc1)c1cccnc1 | -3% | 6% | nt
Cc1cc(C)cc(NC(=O)Cn2nnc3ccccc3c2=O)c1 | 5% | 11% | -3%
COc1cccc(OCc2cc(C(=O)N(C)Cc3nc4ccccc4[nH]3)no2)c1 | ? | ? | 7%
OC[C@@H]1CN(Cc2cccc(C(F)(F)F)c2)C[C@H](n2cnc3c(NCc4ccc(F)cc4)ncnc32)O1 | 18µM* | 9.2µM* | nt

Rows were taken by chance; 18% or so of the library scored in one or more.
